Source: PubChem BioAssay (The Scripps Research Institute Molecular Screening Center)
ASK1 inh: ASK1 kinase inhibitors, primary screen, biochemical, AlphaScreen; Mitogen-activated protein kinase kinase kinase 5 (Homo sapiens), Q99683; inhibition, % at 7.44 µM; 22,000 compounds, 0.99% hits; AlphaScreen MKK6 phosphorylation by ASK1, luminescence; AID 1159602, 2016; in the data active = inhibition above about 35%;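 also: 0% = median of compound wells and 100% = no enzyme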
ULK1 primary: ULK1 kinase inhibitors, primary screen, biochemical, AlphaScreen; Serine/threonine-protein kinase ULK1 (Homo sapiens), O75385; AlphaScreen Atg13 phosphorylation by ULK1, luminescence; inhibition, % at 5.96 µM; 30,000 compounds, 1.9% hits; AID 1259251, 2017; in the data active = inhibition above about 43%;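 also: 0% = median of compound wells and 100% = no enzyme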
Target sequence (O75385 whole entry, looked up): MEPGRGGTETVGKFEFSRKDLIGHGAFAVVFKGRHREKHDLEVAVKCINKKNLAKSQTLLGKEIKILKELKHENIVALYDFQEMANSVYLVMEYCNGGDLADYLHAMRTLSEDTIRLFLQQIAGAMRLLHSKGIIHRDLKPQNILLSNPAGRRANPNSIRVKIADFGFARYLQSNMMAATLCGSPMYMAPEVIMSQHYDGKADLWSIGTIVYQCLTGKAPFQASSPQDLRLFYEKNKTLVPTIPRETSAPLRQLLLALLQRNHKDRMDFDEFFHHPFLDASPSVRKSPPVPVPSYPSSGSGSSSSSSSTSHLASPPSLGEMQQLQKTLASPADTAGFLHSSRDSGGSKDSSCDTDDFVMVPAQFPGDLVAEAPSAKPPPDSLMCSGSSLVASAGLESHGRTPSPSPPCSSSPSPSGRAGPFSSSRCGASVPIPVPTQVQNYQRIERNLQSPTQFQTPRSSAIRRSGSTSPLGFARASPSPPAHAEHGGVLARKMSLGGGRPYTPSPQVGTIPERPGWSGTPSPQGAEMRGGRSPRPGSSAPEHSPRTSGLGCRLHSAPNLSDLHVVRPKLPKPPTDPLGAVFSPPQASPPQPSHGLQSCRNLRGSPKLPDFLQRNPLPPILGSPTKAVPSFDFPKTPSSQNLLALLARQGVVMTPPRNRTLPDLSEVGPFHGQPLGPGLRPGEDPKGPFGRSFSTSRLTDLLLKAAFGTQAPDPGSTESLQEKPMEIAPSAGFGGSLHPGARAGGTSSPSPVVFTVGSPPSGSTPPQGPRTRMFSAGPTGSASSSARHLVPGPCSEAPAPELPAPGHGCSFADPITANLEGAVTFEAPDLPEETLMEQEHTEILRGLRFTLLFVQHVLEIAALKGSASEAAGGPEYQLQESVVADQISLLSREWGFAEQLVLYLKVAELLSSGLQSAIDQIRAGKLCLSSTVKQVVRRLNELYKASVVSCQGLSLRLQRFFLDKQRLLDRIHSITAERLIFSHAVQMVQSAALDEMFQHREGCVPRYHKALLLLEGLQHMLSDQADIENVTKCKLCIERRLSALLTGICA
Starred values were filed as active, the others as inactive; nt = not tested or not shown; & = joins results of further samples.

Every second line gives: ASK1 inh | ULK1 primary
> c1ccc2c(c1)OCC(c1ccc3cc(-c4cn[nH]c4)ccc3n1)O2 (stereo unspecified)
  14 | 16
> Oc1ccc(CCNc2nc(Nc3ccncc3)nc3c2ncn3C2CCCCC2)cc1
  7 | -3
> COc1ccc(-c2cnc(Oc3ccccc3)nc2)cc1
  nt | -31
> O=C(Cc1ccc(Br)cc1)N1CCN(c2ccc3cnccc3c2)CC1
  -20 | -18
> O=C(CCCCCCN1C(=O)c2ccccc2C1=O)NC1CCCCC1
  nt | -6
> CN1CCN(C(=O)c2ccc(-c3nc(NCCCN4CCCC4=O)c4ncn(-c5ccsc5)c4n3)cc2)CC1
  -5 | 1
> O=C1CCCN1CCCNc1cc(Nc2ncccn2)ncn1
  -4 | -6
> CCC1=C(C)CN(C(=O)NCCc2ccc(S(=O)(=O)NC(=O)NC3CCC(C)CC3)cc2)C1=O (stereo unspecified)
  nt | -7
> FC(F)(F)c1ccc(Cn2cnc3c(NC4CC4)nc(Nc4ccccc4)nc32)cc1
  4 | -34
> COc1ccc(-c2cccc(C(N)=O)n2)cn1
  -5 | 3
> Nc1[nH]ncc1-c1ccc(NC(=O)C(O)c2ccc(F)cc2)cc1 (stereo unspecified)
  0 | -5
> O=C(NC1CCN(Cc2ccccc2)CC1)c1cc(Nc2ccc(N3CCOCC3)cc2)nc2ccccc12
  18 | 4
> COc1ccccc1/C=N/Nc1nc(-c2ccccc2)cc(=O)[nH]1
  nt | 1
> COc1ccc(CCNC(=O)c2cnc(Nc3cnccn3)s2)cc1
  -6 | 4
> Cn1nccc1Nc1ccc(-n2cc(CC(=O)NCCCN3CCCC3=O)c3ccccc32)nn1
  -7 | 18

In the list so far, these contain fluorine.
Every second line gives: ASK1 inh | ULK1 primary
> FC(F)(F)c1ccc(Cn2cnc3c(NC4CC4)nc(Nc4ccccc4)nc32)cc1
  4 | -34
> Nc1[nH]ncc1-c1ccc(NC(=O)C(O)c2ccc(F)cc2)cc1 (stereo unspecified)
  0 | -5

Additional compounds
Every second line gives: ASK1 inh | ULK1 primary
> FC(F)(F)c1ccc(Cn2cnc3c(NCc4ccccc4)nc(Nc4ccncn4)nc32)cc1
  -5 | -6
> CC(C)(C)OC(=O)N1CCc2nn(-c3cccc(C(=O)Nc4ccc(N5CCOCC5)cc4)c3)cc2C1
  -6 | -9
> Fc1ccc(N2CCN(C3CCNCC3)CC2)cc1
  nt | 0
> Cc1nc(C)n(-c2ccc(Nc3cc4cc(-c5cn[nH]c5)ccc4cn3)cc2)n1
  -35 | 81*
> COc1ccccc1C(=O)NNC(=O)c1ccccc1[N+](=O)[O-]
  nt | 13
> CCOc1ccc2c(c1)CC(c1nc3c(F)cc(-c4cn[nH]c4)cc3[nH]1)CO2 (stereo unspecified)
  12 | -10
> O=C(NCCCN1CCCC1=O)c1ccnc(-c2ccc(N3CCOCC3)nc2)c1
  -10 | 10
> COc1cc2c(cc1OC)/C(=C/C(=O)Nc1ccccc1C)NC(C)(C)C2
  nt | 2
> Cc1nn(C)c(C)c1-c1nc(Nc2ccc(Oc3ccccc3)cc2)c2[nH]cnc2n1
  0 | -34
> COc1c(C)cnc2c1c(=O)n(CC(=O)Nc1cc(C)cc(C)c1)c(=O)n2C
  nt | 4
> Clc1ccc2c(c1)CC(c1nc3ncc(-c4ccncc4)cc3[nH]1)CO2 (stereo unspecified)
  5 | -14
> O=C(NCCCN1CCCC1=O)c1ccnc(N2CCN(Cc3ccc4c(c3)OCO4)CC2)c1
  -9 | 11
> Cc1cccc(NC(=O)Nc2cnn(-c3cccc(C(=O)Nc4ccnc(C)c4)c3)c2)c1
  16 | -9
> Cc1ncn(-c2ccc(Nc3ncc4cccc(-c5ccc(F)cc5)c4n3)cc2)n1
  -6 | 0
> Cc1noc(C)c1-c1nc(NCCc2ccc(O)cc2)c2ncn(-c3ccsc3)c2n1
  -15 | -36
> Cc1ncn(-c2ccc(Nc3nccc(-c4cncc(F)c4)n3)cc2)n1
  2 | -19
> CO/N=C(\C(=O)N[C@@H]1C(=O)N2C(C(=O)O)=C(COC(C)=O)CS[C@H]12)c1csc(N)n1
  nt | -4
> COc1ccc(C2(CNC(=O)/C=C/c3ccc(Cl)cc3)CCOCC2)cc1OC
  nt | 1
> COc1cccc(CN2CCC(CNc3ccc(-c4ccncc4)cc3)C2)c1 (stereo unspecified)
  4 | 22
> O=C(Cc1cn(-c2ccc(Nc3ccc4ncccc4c3)nn2)c2ccccc12)NCCc1ccc(O)cc1
  1 | -8
> O=C(NC1CC1)c1cc(N2CCN(c3ccccn3)CC2)nc2ccccc12
  -19 | 10
> CN(Cc1cc(Br)cc(Br)c1N)C1CCCCC1
  nt | 2
> CN(C)CCOc1cc(-c2ccnc(N)n2)ccc1NC(=O)[C@@H]1Cc2ccccc2CN1
  -12 | 5
> Nc1ccnc(NCc2ccccc2)c1
  11 | 9
> Cc1cc(NCCCN2CCCC2=O)nc(Nc2cccnc2)n1
  1 | 19
> O=C(NCCCN1CCCC1=O)c1ccc2nc(-c3ccc4[nH]ccc4c3)sc2c1
  10 | -2
> O=C(NC1CC1)c1ccc(-c2nc(Nc3ccc(N4CCOCC4)cc3)c3ncn(CCN4CCCC4=O)c3n2)cc1
  -7 | 1
> CC1=C(C(=O)OCC(F)(F)C(F)(F)F)C(c2ccc(N(C)C)cc2)NC(=O)N1 (stereo unspecified)
  nt | -1
> CCNc1ncc(C(=O)Nc2ccc3c(c2)OCO3)s1
  6 | 2
> O=C(NCCO)c1cnc(N2CCN(c3ccccn3)CC2)s1
  3 | 5
> COc1nc(Nc2cc(OC)c(OC)c(OC)c2)nc(-c2ccc(C(N)=O)cc2)n1
  12 | -1
> O=C(NCc1cccc(C(F)(F)F)c1)c1csc(Nc2ccc(N3CCOCC3)cc2)n1
  26 | 11
> Cc1nn(C)c(C)c1-c1cccc(C(=O)NCCN(C(C)C)C(C)C)n1
  5 | -2
> Cc1cnc(Nc2cccc(N(C)C)c2)nc1NC1CCN(Cc2ccccc2)CC1
  12 | 15
> COc1ccc(/C=C(\C#N)C(=O)Nc2ccc([N+](=O)[O-])cc2Cl)cc1OC
  nt | 0
> COc1ccc2c(c1)C[C@H](C(=O)Nc1ccc(-c3cn[nH]c3)cc1OC1CCOCC1)NC2
  -5 | -5
> COc1cccc(C(=O)Nc2ccc(-n3c(C)nc4ncccc4c3=O)cc2)c1OC
  nt | 21
> COc1cc(-c2cn[nH]c2)cc2c(N(C)C)nc(C3COc4ccccc4O3)nc12 (stereo unspecified)
  4 | -26
> Cc1nn(C)c(C)c1-c1cc(C(=O)NCc2cccc(C(F)(F)F)c2)ccn1
  2 | 0
> O=C(NCc1cccnc1)C1CCN(c2ccc(Nc3ccc4ncccc4c3)nn2)CC1
  4 | 3
> Cc1cnc(N2CCc3ccccc3C2)nc1NCCN1CCOCC1
  -4 | -15
> CCC(=O)NC(=S)NNC(=O)c1ccccc1OCc1ccccc1
  nt | 3
> CCOc1ccc2oc(C)c(C(=O)Nc3cccc(OC)c3)c2c1
  nt | -19
> O=C(NCc1cccc(C(F)(F)F)c1)c1cc(NC2CCN(Cc3ccccc3)CC2)nc2ccccc12
  -10 | -1
> Cc1ccc(-c2ncn(-c3ccc(Nc4nccc(-c5cc(F)cc(-c6cnoc6)c5)n4)cc3)n2)cn1
  -9 | 3

Brought forward from above: four entries, followed by the next part.
Every second line gives: ASK1 inh | ULK1 primary
> CCC(=O)NC(=S)NNC(=O)c1ccccc1OCc1ccccc1
  nt | 3
> CCOc1ccc2oc(C)c(C(=O)Nc3cccc(OC)c3)c2c1
  nt | -19
> O=C(NCc1cccc(C(F)(F)F)c1)c1cc(NC2CCN(Cc3ccccc3)CC2)nc2ccccc12
  -10 | -1
> Cc1ccc(-c2ncn(-c3ccc(Nc4nccc(-c5cc(F)cc(-c6cnoc6)c5)n4)cc3)n2)cn1
  -9 | 3
> Cc1ccc(C(N)C(=O)N2CCC(C(=O)Nc3ccc4[nH]ncc4c3)C2)cc1 (stereo unspecified)
  -7 | -2
> CCNc1nc(C(=O)NCCN(C(C)C)C(C)C)cs1
  -7 | 0
> Cc1cccc([N+](=O)[O-])c1NC(=O)c1ccc([N+](=O)[O-])cc1
  nt | 0
> O=C(NCC(O)c1ccc(Cl)cc1)c1cccc(-c2ccc3cnccc3c2)c1 (stereo unspecified)
  8 | -5
> CN1CCN(C(=O)c2ccc(-c3nc(NCc4cccnc4)c4ncn(-c5ccsc5)c4n3)cc2)CC1
  -10 | 26
> CN1CCN(c2cc(C(=O)Nc3ccc4[nH]ncc4c3)ccn2)CC1
  -4 | 8
> CNc1nc(C2COc3ccccc3O2)nc2ccc(-c3cn[nH]c3)cc12 (stereo unspecified)
  10 | -20
> CN1CCN(c2ccc(-c3ncc(C(=O)NCCc4ccc(O)cc4)s3)cc2)CC1
  -9 | 7
> CC(C)n1c(-c2ccc(N3CCOCC3)nc2)nc2c(NCCCN3CCCC3=O)ncnc21
  -5 | -3
> O=C(NCCc1ccc(O)cc1)c1ccnc(NCc2ccc3c(c2)OCO3)c1
  -21 | -15
> CCNc1nc(Nc2ccc(NC(C)=O)cc2)c2ncn(CCN3CCCC3=O)c2n1
  6 | 4
> COc1cccc(OCC(=O)Nc2ccc(-c3ccnc(N)n3)cc2NC(C)=O)c1
  -8 | 6
> CCCCCCCCn1c(SCCO)nc2c1c(=O)[nH]c(=O)n2C
  nt | 1
> O=C(NC1CC1)C1CCN(c2ccc(Nc3ccncn3)nn2)CC1
  -20 | -3
> COc1ccc(-c2cn3c(C)c(C(=O)N(C)c4ccccc4)sc3n2)cc1
  nt | -2
> CCN(CC)c1nc(NCc2ccccc2)nc(N2CCc3ccccc3C2)n1
  -9 | -3
> CC(=O)c1cccc(-c2ncc(C)c(Nc3ccc(N4CCOCC4)cc3)n2)c1
  15 | 19
> COc1ccc(-c2nccc(NC3CC3)n2)cn1
  3 | -12
> OCCNc1cc(Nc2cnccn2)ncn1
  -1 | 6
> COc1cc(Nc2ccnc(-c3cccc(N)c3)n2)cc(OC)c1OC
  18 | 12
> OCCCNc1cc(-c2ccccn2)nc(-c2ccccc2)n1
  nt | -15
> C=CCNC(=O)/C(=C/c1ccc(Br)cc1)NC(=O)c1ccc([N+](=O)[O-])cc1
  nt | 5
> COc1cccc(CNC(=O)Nc2ccc(-c3cn[nH]c3)c(F)c2)c1
  -10 | -17
> COc1cc(NC(=O)C2CCN(c3ccc(Nc4cc(OC)c(OC)c(OC)c4)nn3)CC2)cc(OC)c1OC
  14 | 5
> CCNc1nc(NCCN(C(C)C)C(C)C)nc(N(CC)CC)n1
  -4 | 1
> COc1ccc(CSCC(=O)N/N=C/c2sccc2C)cc1
  nt | 4
> O=C1CCCN1CCn1cnc2c(NCCO)nc(NCc3ccc4c(c3)OCO4)nc21
  -7 | 4
> O=C(Nc1ccc(N2CCOCC2)cc1)c1ccc2nc(Nc3ccncn3)sc2c1
  9 | 11
> CCN(CC)C(=O)C1CCCN(c2nccc(NCc3cccnc3)n2)C1 (stereo unspecified)
  -27 | 0
> Nc1cccc(-c2nc(NCc3nc4ccccc4[nH]3)c3ncn(Cc4ccc(C(F)(F)F)cc4)c3n2)c1
  -18 | -6
> O=C(NCCOc1ccccc1)c1cccc(-c2ccc(N3CCOCC3)nc2)n1
  -14 | -10
> CC(C)CC(=O)Nc1ccc(S(=O)(=O)N2CCOCC2)cc1
  nt | 3
> CNCCOc1cc(-c2cn[nH]c2)ccc1NC(=O)C1COc2ccc(OC)cc2C1 (stereo unspecified)
  19 | -1
> C=CCNc1cc(-c2cccc(C(F)(F)F)c2)nc(C)n1
  nt | -28
> CCCNC(=O)c1cc(NCc2cccnc2)nc2ccccc12
  2 | 0
> COc1cc(Nc2nc(Nc3ccccc3)nc3c2ncn3-c2ccccc2)cc(OC)c1OC
  23 | -29
> O=[N+]([O-])c1cnc(NN(c2ccccc2)c2ccccc2)nc1
  nt | 4
> O=C(Nc1ccc2[nH]ncc2c1)c1ccccc1-c1ccccc1
  -8 | -5
> Cc1cnc(CNc2cc(-c3ccccn3)nc(C)n2)nc1
  nt | 1
> CCCNc1nc(Nc2ccncc2)nc2nc[nH]c12
  -15 | 30
> Cc1cccc(CN(CCN(C)C)C(=O)c2nc3ccc(-c4cn[nH]c4)cc3s2)c1
  7 | -5
> CNC(=O)c1ccccc1Nc1cc(Nc2ccc(N3CCS(=O)(=O)CC3)cc2OC)ncc1C#N
  5 | 81*
> O=C(C(O)c1ccc(Br)cc1)N1CCCC(Nc2ccc3[nH]ncc3c2)C1 (stereo unspecified)
  6 | 39
> CC(CNC(=O)c1cccnc1)NC(=O)c1cccnc1 (stereo unspecified)
  nt | -15
> O=C1CCCN1CCCNc1nc2ncnc(NCc3cccc(C(F)(F)F)c3)c2[nH]1
  6 | 7
> O=C(NCc1nc2ccccc2[nH]1)c1cnc(Nc2ccccc2)s1
  9 | 7
> O=C(Cc1ccc(F)cc1)Nc1cnn(-c2cccc(C(=O)Nc3ccc(N4CCOCC4)cc3)c2)c1
  -11 | -41
> O=C1Nc2cc(Cl)ccc2Oc2ccccc21
  nt | -10&-8
> C=CCn1c(SCC)nc2c1c(=O)n(C)c(=O)n2C
  nt | -2
> CCN(CC)C(=O)c1ccc(O)c(OC)c1
  nt | -10
> CCCCC1C(=O)NN(c2ccccc2)C1=O (stereo unspecified)
  nt | -2
> Oc1ccc(CCNc2nc(Nc3ccncn3)nc3c2ncn3-c2ccccc2)cc1
  11 | -2
